# RORg inh: inhibitors of mouse ROR gamma transcriptional activity; actives 5.4% (n = 310,000); Drosophila S2 Gal4-RORgamma UAS-luciferase reporter, 20 h; Potency, µM (titrated, usually from 53.6 µM), for the others: at the highest dose activity change, negative = inhibition, usual class: inhibitors; further: on the % scale 0 is the no-effect control and ±100 the full control effect; nearly all actives have a fitted effect of over 60% in size
#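 Stable Schneider cell line, Gal4 DNA-binding domain fused to ROR gamma, UAS-luciferase. Cmpd 1 hr RT → CuSO4 700 uM final → 20 hr RT → luciferase reagent 10 min → luminescence.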
# NPC1 prom act: activators of NPC1 promoter; Huh7 NPC1 promoter luciferase reporter, 24 h; Potency, µM (doses to about 9.22 µM), inactives show top-dose activation, hits mostly activators; actives 2.4% (n = 320,000);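 further: % of control where 0% means no effect; nearly all actives have a fitted effect of over 60% in size; reporter is driven by a mutant NPC1 promoter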
#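 Luminescence read-out of NPC1 promoter-driven luciferase in stably transfected Huh7 cells; compounds delivered in DMSO and left 24 h at 37C, 5% CO2, qHTS titration format.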
# ELG1 genotox: induces genotoxicity in HEK293T cells with luciferase-tagged ELG1 | HEK293T ELG1-luciferase reporter, luminescence, 16 h | Potency, µM (highest dose often 46 µM), inactives show at the highest dose activity change, positive = activation, actives largely listed as activators | actives 1.3% (n = 330,000) | AID 504466; further: % of control where 0% means no effect; nearly all actives have a fitted effect of over 60% in size
#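 After overnight (16 hr) compound treatment at 37 °C, ELG1-luciferase HEK293T cells were lysed with ONE-Glo; luminescence quantified 30 min later at room temperature.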
# MBNL1 CUG block: MBNL1-poly(CUG) RNA binding inhibition; TR-FRET MBNL1-His/biotin-(CUG)12 binding, 665/545 ratio; Potency, µM (series often up to 57.5 µM), for the others: top-dose activity change, negative = inhibition, usual class: inhibitors; actives 0.036% (n = 280,000); active means well fitted inhibition curve with a large enough effect in the signal ratio, with a control signal flat, not every such curve was filed as active; inconclusive means small, poorly fitted or top-dose-only effect, or effect the other way, or a change in a side signal; inactive means no such curve, though single readings can be large or run the other way; the % refers to the signal ratio; further: on the % scale 0 is the no-effect control and ±100 the full control effect
# Target sequence (Q9NR56 whole entry, looked up): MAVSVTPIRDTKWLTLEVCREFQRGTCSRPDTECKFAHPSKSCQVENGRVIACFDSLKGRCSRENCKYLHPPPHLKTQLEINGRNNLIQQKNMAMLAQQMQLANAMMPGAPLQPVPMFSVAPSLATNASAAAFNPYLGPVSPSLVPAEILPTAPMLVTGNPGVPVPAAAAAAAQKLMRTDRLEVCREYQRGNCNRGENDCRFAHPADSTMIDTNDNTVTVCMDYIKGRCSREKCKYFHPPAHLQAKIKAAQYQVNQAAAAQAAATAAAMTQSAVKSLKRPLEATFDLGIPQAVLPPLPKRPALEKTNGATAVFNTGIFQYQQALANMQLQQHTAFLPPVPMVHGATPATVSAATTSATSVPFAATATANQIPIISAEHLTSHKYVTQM
#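 His-tagged MBNL1 binding to biotinylated (CUG)12 RNA was measured by TR-FRET using terbium anti-His antibody (0.055 ng/ul final) and streptavidin-XL665 (5 nM final). Compounds were titrated 92 nM to 58 uM; 60 min at room temperature.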
# BRCA1 expr up: increases BRCA1 expression; MCF7-BRCA1-FFLuc reporter, luminescence, 48 h; response scale: scaled: vehicle 0%, 10 µM genistein 100%; Potency, µM (titrated, usually from 46.1 µM), inactives show top-dose activation, usual class: activators; actives 1.1% (n = 380,000); further: nearly all actives have a fitted effect of over 80% in size; some results filed as inactive show a strong effect at the top dose
#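 Reporter cells (MCF7, BRCA1 promoter-firefly luciferase) received library compounds across a concentration series for 48 h. End-point luminescence was measured and concentration-effect curves derived after normalization.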
# VP16 counter: inhibits Gal4-VP16 luciferase reporter, ROR gamma counter-screen; Drosophila S2 Gal4-VP16 UAS-luciferase, luminescence, 20 h; Potency, µM (titrated, usually from 53.6 µM), for the others: at the highest dose activity, negative = inhibition, hits mostly inhibitors; actives 3.5% (n = 310,000);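 further: Gal4-VP16 expression switched on by copper sulfate through the metallothionein promoter; on the % scale 0 is the no-effect control and ±100 the full control effect; nearly all actives have a fitted effect of over 50% in size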
# Rab9 prom act: activates the Rab9 promoter. Huh7 Rab9 promoter-luciferase reporter, luminescence, 24 h. Potency, µM (series often up to 9.22 µM), inactives show top-dose activation, negative = inhibition, most hits filed as activators. actives 2.8% (n = 320,000). AID 485297; further: % of control where 0% means no effect; nearly all actives have a fitted effect of over 60% in size
#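 Huh7 cells stably carrying Rab9 promoter–luciferase reporter, plated 1500 cells/well, compound added after 2 h and incubated 24 h at 37 °C; luciferase luminescence then read after 10 min with detection reagent.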
# uPA generation: cell surface uPA generation inhibition. Potency, µM (doses to about 38.3 µM), inactives show top-dose activity change, negative = inhibition, usual class: inhibitors. cell surface uPA generation assay, qHTS. actives 0.31% (n = 330,000); active means well fitted inhibition curve with a large enough effect; inconclusive means small, poorly fitted or top-dose-only effect; inactive means no such curve, though single readings can be large or run the other way; tested in mouse RAW 264.7 cells; further: on the % scale 0 is the no-effect control and ±100 the full control effect; nearly all actives have a fitted effect of over 55% in size
# p53 reactivator: restores transcriptional activity of mutant p53. actives 0.063% (n = 320,000). AID 504706. Potency, µM (titrated, usually from 92.2 µM), for inactives: at the highest dose activity change, positive = activation, usual class: activators. H1299 p53-A138V BP100-luciferase reporter, luminescence, 24 h; further: % of control where 0% means no effect; nearly all actives have a fitted effect of over 45% in size
#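 p53-null H1299 cells stably carrying temperature-sensitive p53-A138V and a BP100-luciferase reporter were pinned with compounds (4-point, 1:5 series) and held 24 hrs at 37 deg C. Luminescence was read 10 min after detection reagent.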
# MLL CXXC-DNA inh: MLL CXXC-DNA interaction inhibition; MLL-CXXC / FITC-HOXA9 DNA fluorescence polarization; actives 0.037% (n = 290,000); AID 2662; Potency, µM (doses to about 115 µM), inactives show at the top dose activity change, negative = inhibition, most hits filed as inhibitors; active means well fitted inhibition curve with a large enough effect in the polarisation, with a control signal flat, not every such curve was filed as active; inconclusive means small, poorly fitted or top-dose-only effect, or effect the other way, or a change in a side signal; inactive means no such curve, though single readings can be large or run the other way; the % refers to the polarisation
#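 Fluorescence polarization: 7 uM MLL-CXXC (stock) preincubated 5 min with compounds, then 50 nM fluorescein-HOX-A9 DNA (stock) added; 30 min ambient. Buffer 50 mM Tris-HCl pH 7.5, 50 mM NaCl, 1 mM DTT, 0.05% BSA.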
# FLuc modulator: counter-screen for miR-21 project: firefly luciferase inhibitors or activators; purified FLuc, Km substrates, luminescence inhibition; Potency, µM (series often up to 57.5 µM), for the others: at the top dose activity change, negative = inhibition, actives largely listed as inhibitors; P08659; actives 6.9% (n = 360,000); AID 588342;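 further: plate controls were vehicle for no effect and reference inhibitor for full effect; nearly all actives have a fitted effect of over 55% in size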
# Target sequence (P08659 whole entry, looked up): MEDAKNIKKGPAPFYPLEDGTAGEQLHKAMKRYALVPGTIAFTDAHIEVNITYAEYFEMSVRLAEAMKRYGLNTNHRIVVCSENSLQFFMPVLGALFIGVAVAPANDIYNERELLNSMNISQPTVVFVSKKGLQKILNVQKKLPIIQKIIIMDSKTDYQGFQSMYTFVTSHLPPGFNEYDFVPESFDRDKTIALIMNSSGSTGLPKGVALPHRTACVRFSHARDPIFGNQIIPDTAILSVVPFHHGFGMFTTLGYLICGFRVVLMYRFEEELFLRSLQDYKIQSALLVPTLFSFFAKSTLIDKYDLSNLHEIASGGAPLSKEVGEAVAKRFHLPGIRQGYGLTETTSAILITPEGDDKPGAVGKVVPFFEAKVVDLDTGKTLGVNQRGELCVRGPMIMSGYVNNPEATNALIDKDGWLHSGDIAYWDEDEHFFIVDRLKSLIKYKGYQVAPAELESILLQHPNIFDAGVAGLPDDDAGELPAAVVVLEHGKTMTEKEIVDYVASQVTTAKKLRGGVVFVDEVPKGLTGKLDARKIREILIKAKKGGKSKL
#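 Biochemical qHTS of compounds, final roughly 60 µM downward over six points, against 10 nM purified firefly luciferase using Km concentrations of substrates (10 uM D-luciferin, 10 uM ATP) in Tris acetate pH 7.5 buffer; luminescence output.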
# * = called active by the depositor; ? = inconclusive; nt = no result given; & = joins results of further samples; [ ] = remark or other dose. Unless noted, the call rests on the fitted dose curve; in most records, active means well fitted curve in the direction sought with a large enough effect; inconclusive means small, poorly fitted or top-dose-only effect, or another doubt; inactive means no such curve, though single readings can be large; an effect the other way counts as inactive or inconclusive. Potency means the concentration at half of the fitted maximal effect.
SMILES,RORg inh,NPC1 prom act,ELG1 genotox,MBNL1 CUG block,BRCA1 expr up,VP16 counter,Rab9 prom act,uPA generation,p53 reactivator,MLL CXXC-DNA inh,FLuc modulator
O=C(NCCCN1CCCC1=O)c1cccc(S(=O)(=O)N2CCN(c3ccc(F)cc3)CC2)c1,18%,-3%,-5%,-5%,-1%,3%,0%,0%,-9%,10%,4%
Oc1cc(NCc2cccnc2)ccc1-c1nc2ccccc2o1,?,1.4µM*,?,5%,?,?,?,-1%,?,0%,7.6µM*
FC(F)(F)c1cnc(C(c2ccccn2)c2ncn[nH]2)c(Cl)c1 (stereo not drawn),11µM*,-2%,4%,-9%,-64%,-24%,-2%,2%,19%,-6%,-1%
O=C(CCN1C(=O)c2ccccc2S1(=O)=O)NCc1ccco1,11%,-4%,-1%,-12%,21%,7%,1%,0%,-1%,8%,2%
CCCn1c(=O)c2ccccc2n2c(SCC(=O)c3ccc(F)cc3)nnc12,12%,7%,-5%,0%,nt,0%,-3%,nt,-5%,14%,-2%
CCOc1cc(S(=O)(=O)N2CCC(Cc3ccccc3)CC2)c(OCC)cc1-n1cnnn1,5%,-2%,-2%,-4%,-1%,-5%,-2%,8%,1%,9%,1%
OC[C@H]1O[C@@H](n2cnc3cncnc32)[C@H](O)[C@@H]1O,7.1µM*,7%[46.1 µM],nt,nt,nt,3.2µM*,-2%[46.1 µM],nt,nt,-4%,nt
COc1nc(/C(N)=N/O)nc(N2CCCCC2)n1,-11%,3%,1%,15%,13%,2%,-1%,-8%,-1%,-6%,-1%
CC(=O)N1C(=O)NC(c2ccccc2)=C([N+](=O)[O-])C1c1ccccc1 (stereo not drawn),18%,0%,-5%,?,-23%,-2%,-4%,-2%,13%,-3%,2%
O=C(COc1cccc2ccccc12)N/N=C/c1ccncc1,17%,-1%,-2%,?,-13%,-3%,2%,1%,-5%,1%,-13%
C=CCn1c(=O)/c(=C/c2ccc(O)cc2)s/c1=C(/C#N)c1nnc2n1CCCCC2,-1%,-1%,-20%,16%,-34%,4%,-2%,2%,22%,74%[activator],1%
CNc1nc(-c2ccccc2)nc(-c2ccccc2)c1C#N,-14%,nt,nt,3%,-3%,16%,nt,-8%,nt,0%,1%
O=C(CN(c1ccccc1)S(=O)(=O)c1ccccc1[N+](=O)[O-])NN=C1CCCCCCC1,?,-7%,0%,-12%,-2%,-4%,2%,3%,2%,19%,2%
CC1=C(C(=O)Nc2ccccc2)C(c2ccccc2[N+](=O)[O-])NC(=O)N1 (stereo not drawn),7%,0%,12%,12%,-6%,5%,6%,20%,-6%,?,-23%
CCN(CC)/C(=N/S(=O)(=O)c1ccc(C)cc1)c1ccccc1,13%,3%,0%,-1%,0%,-7%,-1%,4%,-2%,17%,-2%
OC1(c2cccc(C(F)(F)F)c2)CCN(CCN2CCCCC2)CC1,1%,-3%,-4%,-1%,-2%,1%,0%,0%,?,10%,0%
CCOC(=O)c1cc(CC)sc1NC(=O)COC,-1%,0%,1%,-3%,-63%,-5%,-2%,-2%,5%,2%,2%
CN(C)C(=C(C#N)C#N)N1CCN(c2ccc(Cl)cc2)CC1,1%,-8%,-11%,-5%,14%,-11%[10 µM],-5%,-1%,-1%,15%,2%
OCc1nc2ccc(Cl)cc2[nH]1,-2%,-5%,0%,1%,-4%,0%,-9%,6%,0%,-3%,6%
O=[N+]([O-])c1cccnc1Sc1ccc(Cl)cc1,-30%,-3%,1%,?,-18%,-8%,-4%,1%,2%,-24%,0%
CC(=O)c1cn(C)c(=O)n(C)c1=O,-2%,0%,2%,-14%,0%,-7%,-3%,-4%,3%,8%,1%
Cc1ccc(NC(=O)Nc2ccon2)cc1,nt,25%,14%,-6%,?,nt,?,-21%,nt,3%,?
Cc1ccc(NC(=O)Nc2cnccn2)cc1Cl,24%,19%,8%,-15%,36%,-2%,?,-9%,9%,0%,-9%
CC(C)OP(=O)(OC(C)C)C(NC(=O)c1ccccc1)C(N)=O (stereo not drawn),-4%,-2%,0%,nt,-4%,0%,-6%,0%,8%,-5%,4%
CCOc1[nH]n(-c2ccc(Cl)cc2)c(=O)c1C=NCc1cccnc1,16%,-2%,4%,-3%,-23%,-14%,1%,-9%,2%,15%,-5%
# Other entries follow.
SMILES,RORg inh,NPC1 prom act,ELG1 genotox,MBNL1 CUG block,BRCA1 expr up,VP16 counter,Rab9 prom act,uPA generation,p53 reactivator,MLL CXXC-DNA inh,FLuc modulator
Cc1nn(CCC(=O)N2CCN(S(=O)(=O)c3ccc(Cl)cc3)CC2)c(C)c1C,-13%,-8%,-6%,-2%,-9%,-1%,-1%,-3%,5%,-14%,1%
CC(=O)N1N=C(c2c(-c3ccccc3)c3cc(C)ccc3[nH]c2=O)CC1c1ccco1 (stereo not drawn),35%,-3%,-4%,9%,-50%,-11%,-7%,1%,-13%,3%,0%
CC(C)c1onc(C(=O)NC2CCCC2)c1[N+](=O)[O-],-1%,-4%,1%,9%,4%,0%,2%,-30%,-7%,-4%,0%
O=C1CC(c2ccccc2)CC(O)=C1C=NC1CCCC1 (stereo not drawn),?,12%,3%,-8%,37%,16%,7%,1%,2%,-10%,-10%
Cc1ccc(S(=O)(=O)N(CC(=O)NCCSc2ccccn2)c2cc(C)cc(C)c2)cc1,20%,-9%,-4%,-9%,-32%,3%,7%,2%,-4%,2%,-1%
CCOC(=O)C1C(=O)N(C(=O)c2cncc(Br)c2)CC1c1ccccc1 (stereo not drawn),4%,3%,3%,3%,17%,0%,0%,-3%,1%,-4%,-2%
COc1cc(NC(=S)Nc2cccc(Cl)c2Cl)c(OC)cc1Cl,?,-3%,-1%,6%,-2%,?,-13%,7%,-1%,-7%,3%
Cc1ccccc1OCCC(=O)Nc1ccccc1C(=O)NC1CC1,nt,-3%,0%,nt,-30%,nt,3%,3%,-10%,nt,2%
NC(=O)[C@@H]1CCCCNc2c(I)cc([N+](=O)[O-])cc2C(=O)N[C@@H](CCC(=O)O)C(=O)N[C@@H](CO)C(=O)N1,-3%,-1%,-1%,?,2%,1%,1%,-4%,3%,7%,-4%
COc1cccc(-n2c(C)nc3cc(C(=O)O)ccc32)c1,18%,0%,3%,-1%,0%,-3%,-11%,-4%,-6%,18%,-12%&0%
Cc1csc(NC(=O)Cn2nc(C)c([N+](=O)[O-])c2C)n1,0%,-1%,3%,-1%,3%,0%,-1%,-1%,-1%,-7%,1%
OCCN(Cc1ccccc1)CC1CC=CCC1 (stereo not drawn),-23%,1%,2%,1%,5%,-13%,-7%,2%,0%,-4%,2%
O=C(NCc1ccc(F)cc1)c1cc2n(n1)C(C(F)(F)F)CC(C1CC1)N2 (stereo not drawn),-18%,1%,-3%,5%,-7%,4%,6%,7%,-1%,5%,2%
O=C(CCc1ccccc1)Nc1ccc(S(=O)(=O)N2CCOCC2)cc1,24%,2%,0%,2%,0%,-8%,-3%,-3%,-3%,15%,8%
CN(C(=O)c1cc(S(=O)(=O)N2CCOCC2)cs1)c1ccccc1,-27%,-4%,2%,3%,-11%,12%,1%,5%,25%,9%,-2%
CCOc1ccc(C(=O)NCC(=O)OCC(=O)NC2CCCC2)cc1,25%,-4%,2%,-1%,0%,-1%,4%,0%,1%,5%,-18%
O=C(c1ccoc1)N1CCC2(CCCN(Cc3ccc(F)c(F)c3)C2)C1 (stereo not drawn),37%,-2%,3%,-3%,-2%,5%,-4%,3%,-8%,33%,8%
CCC1(c2ccc(F)cc2)NC(=O)N(CC(=O)Nc2ccc(C(N)=O)cc2)C1=O (stereo not drawn),-10%,0%,0%,-2%,-15%,-7%,17%,-1%,15%,2%,0%
CCCCn1c(SCC(=O)NCc2ccco2)nc2c1c(=O)n(C)c(=O)n2C,-6%,-1%,3%,-13%,-18%,12%,10%,1%,9%,0%,3%
Cc1nn(C)cc1S(=O)(=O)Nc1ccc2c(c1)OCCO2,10%,-4%,?,2%,28%,16%[10 µM],-1%,5%,4%,-1%,?
Fc1cc2[nH]cnc2cc1Cl,-4%,0%,-2%,nt,3%,-3%,-3%,9%,-8%,1%,3%

# From PubChem

# A portion of the library; rates above refer to the full screens.
